KDM4C inh: inhibitors of GASC-1 (KDM4C) histone demethylase, primary screen, biochemical, single concentration HTS | hit rate 0.15% among 96,000 | GST-KDM4C 2-372, H3K9me3 peptide, LANCE TR-FRET | inhibition, % at 12.5 µM | AID 720574, 2013;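 active = mean replicate inhibition above about 25%, with at least 55% of replicates also reaching it, limit read from the data, passing the limit was not always enough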
Target sequence (Q9H3R0 2-372 limits assumed): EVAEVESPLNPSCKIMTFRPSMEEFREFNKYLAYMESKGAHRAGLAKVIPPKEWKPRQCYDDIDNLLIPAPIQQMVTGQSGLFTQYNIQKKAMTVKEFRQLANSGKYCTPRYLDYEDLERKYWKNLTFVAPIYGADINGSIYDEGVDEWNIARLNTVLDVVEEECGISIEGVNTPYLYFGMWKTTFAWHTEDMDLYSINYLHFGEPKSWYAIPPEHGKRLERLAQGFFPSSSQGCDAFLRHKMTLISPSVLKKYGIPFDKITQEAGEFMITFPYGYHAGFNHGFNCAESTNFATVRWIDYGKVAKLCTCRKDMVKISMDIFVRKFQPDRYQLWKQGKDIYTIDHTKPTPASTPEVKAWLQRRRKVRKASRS
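Material: GST-tagged GASC-1 (JMJD2C) catalytic fragment, aa 2-372 / Quantity: enzyme final amount 10 nM / Medium: HEPES buffer, pH 7.5, plus ascorbate / Doses: one test concentration per compound / Incubation: 30 min reaction, 60 min detection, RT / Measured by: LANCE TR-FRET / Read-out: inhibition from TR-FRET ratio decrease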
C diff growth: C. difficile growth inhibitors, primary screen, HTS | hit rate 0.25% among 86,000 | growth activity, negative = inhibition, % at 16 µg/mL (by protocol) | Clostridium difficile clinical isolate growth, OD600, 24 h; active compounds read low;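 active = mean growth activity at or below -80% and every replicate also at or below -80%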;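 note: 0% = DMSO wells and -100% = levofloxacin 16 µg/mL wells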
Pf Dd2 inh: P. falciparum Dd2 growth inhibitors, primary screen, SYBR Green fluorescence, single dose replicates. AID 1159554, 2015. 72 h; active compounds read low. activity change, % at 10 µM. hit rate 2.3% among 94,000; in the data active = activity change below about -80%
Tcruzi prolif: T. cruzi intracellular proliferation inhibitors, primary screen, cell-based, beta-gal Tulahuen parasites, NIH3T3 host, luminescence; T. cruzi beta-gal in NIH3T3, GalScreen luminescence, 90 h; inhibition, % at 8.34 µM; hit rate 5.9% among 77,000; AID 624255, 2012;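 active = mean inhibition above about 93%, with at least 55% of replicates each passing it, limit read from the data, passing the limit was not always enough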
* marks the source's active call; other numbers are inactive results; . = not tested or not shown. Rows were taken by chance (roughly 7% active in at least one column).

entry	SMILES	KDM4C inh	Pf Dd2 inh
1	C[C@H]1CN([C@@H](C)CO)C(=O)c2cc(NS(=O)(=O)c3cn(C)cn3)ccc2O[C@@H]1CN(C)S(=O)(=O)c1cccs1	-1.6	29.5
2	C[C@@H]1CN([C@H](C)CO)C(=O)Cc2cc(NS(C)(=O)=O)ccc2O[C@H]1CN(C)C(=O)Nc1ccc(C(F)(F)F)cc1	-0.6	-4.9
3	C[C@@H]1CN([C@H](C)CO)C(=O)CCCn2cc(nn2)CO[C@H]1CN(C)Cc1ccccc1	-0.3	14.6
4	Cn1cnc(S(=O)(=O)N2CCCCN3[C@@H](CO)[C@@H](c4ccc(-c5ccc(F)cc5)cc4)[C@@H]3C2)c1	0.3	28.7
5	COc1cccc(NC(=O)C[C@@H]2CC[C@@H]3[C@H](COc4ccc(NS(=O)(=O)c5cccc(F)c5)cc4C(=O)N3C)O2)c1	2.2	6.9
6	CS(=O)(=O)N1C[C@H](O)COC[C@H]2O[C@@H](CC(=O)NCc3ccc(-c4ccccc4)cc3)CC[C@@H]21	-1.0	3.3
7	N#C[C@H]1[C@@H](c2ccccc2-c2ccccc2F)[C@H](CO)N1C(=O)C1CC1	-0.3	-11.8
8	N#C[C@H]1[C@@H](c2ccc(C#CC3CCCC3)cc2)[C@H](CO)N1C(=O)c1cccc(F)c1	-1.1	-59.5
9	COc1ccc(S(=O)(=O)Nc2ccc3c(c2)C(=O)N([C@@H](C)CO)C[C@H](C)[C@H](CN(C)C(=O)c2ccncc2)OCCCC[C@H](C)O3)cc1	1.1	-66.5
10	C[C@H](CO)N1C[C@H](C)[C@H](CN(C)Cc2ccncc2)Oc2c(NC(=O)NC3CCCCC3)cccc2C1=O	1.4	-28.7

entry	Tcruzi prolif	C diff growth
1	46.1	.
2	5.8	-1.8
3	-7.6	.
4	26.9	-12.0
5	-9.4	-7.1
6	53.3	0.9
7	.	-1.0
8	.	56.5
9	41.7	-11.4
10	13.0	1.4

More structures follow.
entry	SMILES	KDM4C inh	Pf Dd2 inh
11	C[C@@H]1CN([C@H](C)CO)C(=O)Cc2cc(N(C)C)ccc2O[C@@H]1CN(C)C(=O)Nc1cccc2ccccc12	-1.3	-1.0
12	CCCNC(=O)Nc1ccc2c(c1)C(=O)N(C)[C@H]1CC[C@@H](CC(=O)NCc3ccccc3)O[C@@H]1CO2	1.1	-10.0
13	COc1cccc(S(=O)(=O)N(C)C[C@@H]2Oc3ncc(Br)cc3C(=O)N([C@H](C)CO)C[C@@H]2C)c1	12.8	8.7
14	C[C@@H]1CN([C@@H](C)CO)C(=O)Cc2cc(NC(=O)C3CC3)ccc2O[C@H]1CN(C)S(=O)(=O)c1cn(C)cn1	-3.7	12.3
15	C[C@H](CO)N1C[C@H](C)[C@H](CN(C)C(=O)C2CC2)Oc2cc(C#Cc3ccccn3)ccc2S1(=O)=O	0.2	-23.6
16	CN(C)C(=O)c1cccc(-c2ccc([C@@H]3[C@H](CO)N4CCCCN(CC5CCOCC5)C[C@@H]34)cc2)c1	0.0	32.3
17	C[C@@H]1CN([C@@H](C)CO)C(=O)c2cccc(NC(=O)Nc3ccc(F)cc3)c2O[C@@H]1CN(C)S(C)(=O)=O	-0.5	5.0
18	Cc1ccccc1S(=O)(=O)N1CC(=O)N2[C@H](CO)[C@H](c3ccc(C#CCN(C)C)cc3)[C@@H]2C1	2.8	13.4
19	O=C(C[C@@H]1C[C@@H]2c3cc(NS(=O)(=O)c4ccccc4)ccc3O[C@@H]2[C@@H](CO)O1)NC1CCCCC1	-0.9	-3.8
20	O=C(C[C@@H]1C[C@H]2c3cc(NC(=O)Nc4ccccc4F)ccc3O[C@H]2[C@@H](CO)O1)NCCc1ccccc1	1.4	-28.4

entry	Tcruzi prolif	C diff growth
11	44.2	2.9
12	-26.7	-5.0
13	.	1.9
14	73.4	-3.6
15	26.0	1.9
16	2.2	-1.0
17	3.0	0.9
18	.	0.6
19	0.7	.
20	18.6	9.6

The list goes on:
entry	SMILES	KDM4C inh	Pf Dd2 inh
21	COc1cccc(-c2cnc3c(c2)C(=O)N([C@@H](C)CO)C[C@H](C)[C@@H](CN(C)Cc2cccnc2)O3)c1	2.0	-0.9
22	CO[C@@H]1CN(C)C(=O)c2ccc(NC(=O)C3CC3)cc2OC[C@H](C)N(Cc2ccc(F)cc2)C[C@@H]1C	-1.6	.
23	CCCNC(=O)[C@@H]1[C@@H](CO)[C@@H]2Cn3c(cccc3=O)[C@@H]2N1Cc1ccccc1Cl	4.2	.
24	C[C@@H]1CN([C@H](C)CO)C(=O)Cc2cc(NC(=O)CCC(F)(F)F)ccc2O[C@@H]1CN(C)C	0.0	15.7
25	Cc1noc(C)c1S(=O)(=O)N(C)C[C@H]1Oc2ccc(NS(=O)(=O)c3ccccc3)cc2C(=O)N([C@@H](C)CO)C[C@H]1C	-2.6	35.2
26	CCNC(=O)C[C@@H]1CC[C@@H]2[C@@H](COc3ccc(NC(C)=O)cc3C(=O)N2C)O1	.	-74.2
27	C[C@H]1CN([C@@H](C)CO)S(=O)(=O)c2ccc(/C=C/c3ccccc3)cc2O[C@@H]1CN(C)C(=O)c1ccccc1	-5.4	-72.8
28	COc1ccc(NC(=O)N(C)C[C@H]2OCCCC[C@@H](C)Oc3ccc(NS(=O)(=O)c4cccs4)cc3C(=O)N([C@@H](C)CO)C[C@H]2C)cc1	1.9	-33.0
29	C[C@H](CO)N1C[C@H](C)[C@H](CN(C)Cc2ccc(-c3ccccc3)cc2)Oc2ccc(NS(=O)(=O)c3cccs3)cc2C1=O	-0.2	-11.4
30	COc1ccc(CN(C)C[C@H]2Oc3c(NC(=O)Nc4ccc(OC)cc4)cccc3C(=O)N([C@H](C)CO)C[C@@H]2C)cc1	-0.7	-8.2

entry	Tcruzi prolif	C diff growth
21	-40.3	-1.7
22	-0.7	.
23	2.8	-1.8
24	.	1.2
25	7.8	-1.8
26	58.7	5.5
27	125.1*	-5.2
28	53.2	-4.4
29	55.6	8.5
30	19.9	-8.4

New compounds follow
entry	SMILES	KDM4C inh	Pf Dd2 inh
31	CCC(=O)N1C[C@H](C)[C@@H](OC)CN(C)C(=O)c2ccc(NC(=O)c3cc(C)on3)cc2OC[C@@H]1C	0.4	11.1
32	COc1ccc(S(=O)(=O)N(C)C[C@@H]2Oc3ccc(NC(=O)c4ccncc4)cc3C(=O)N([C@@H](C)CO)C[C@@H]2C)cc1	0.3	4.1
33	C[C@@H]1CN([C@H](C)CO)C(=O)c2cc(Br)cnc2O[C@H]1CN(C)C(=O)Nc1ccc(F)cc1	2.5	32.7
34	C[C@H]1CN([C@@H](C)CO)S(=O)(=O)c2ccc(Br)cc2O[C@@H]1CN(C)C	-2.3	-37.0
35	CN(C)CC#Cc1ccc([C@@H]2[C@H](CO)N3C(=O)CN(C(=O)c4cccnc4)C[C@@H]23)cc1	4.5	18.4
36	C[C@@H]1CN([C@H](C)CO)C(=O)c2cc(NC(=O)Nc3ccccc3)ccc2O[C@@H](C)CCCCO[C@@H]1CN(C)Cc1ccccc1	-0.7	-82.1*
37	O=C(c1ccc(F)cc1)N1CC(=O)N2[C@H](C1)[C@@H](c1ccc(-c3cccnc3)cc1)[C@@H]2CO	-1.4	-89.2*
38	COc1ccc2c3c(n(C)c2c1)[C@@H](CO)N(C(=O)C1CC1)CC31CN(C(=O)CN(C)C)C1	-0.2	-67.6
39	COc1ccc(NC(=O)N(C)C[C@@H]2OCCCC[C@@H](C)Oc3ccc(NC(=O)Nc4c(C)noc4C)cc3C(=O)N([C@@H](C)CO)C[C@H]2C)cc1	1.5	15.0
40	CCCNC(=O)[C@H]1[C@H](CO)[C@H]2Cn3c(ccc(-c4ccccc4OC)c3=O)[C@H]2N1CC	5.8	1.8

entry	Tcruzi prolif	C diff growth
31	36.9	1.0
32	28.2	-1.2
33	-152.8	0.8
34	-8.1	-3.1
35	.	-3.6
36	.	.
37	.	0.1
38	.	6.4
39	-4.2	1.0
40	-8.8	-3.1

Record cards, from the list above:
Results for `CCC(=O)N1C[C@H](C)[C@@H](OC)CN(C)C(=O)c2ccc(NC(=O)c3cc(C)on3)cc2OC[C@@H]1C` = KDM4C inh: 0.4; Pf Dd2 inh: 11.1; Tcruzi prolif: 36.9; C diff growth: 1.0
Results for `O=C(c1ccc(F)cc1)N1CC(=O)N2[C@H](C1)[C@@H](c1ccc(-c3cccnc3)cc1)[C@@H]2CO` = KDM4C inh: -1.4; Pf Dd2 inh: -89.2*; Tcruzi prolif: .; C diff growth: 0.1

Next entries follow.
entry	SMILES	KDM4C inh	Pf Dd2 inh
41	COc1cccc(S(=O)(=O)Nc2ccc3c(c2)OC[C@@H](C)N(Cc2ccccc2F)C[C@@H](C)[C@H](OC)CN(C)C3=O)c1	12.1	-41.6
42	COc1ccc(NC(=O)Nc2ccc3c(c2)C(=O)N([C@H](C)CO)C[C@H](C)[C@H](CN(C)Cc2ccccc2)OCCCC[C@H](C)O3)cc1	-1.5	18.7
43	C[C@@H]1CN([C@@H](C)CO)C(=O)c2c(c3ccccc3n2C)-c2ccccc2CO[C@H]1CN(C)C(=O)c1ccccc1	-1.5	-56.2
44	C[C@H]1CN([C@@H](C)CO)C(=O)c2cc(NC(=O)CCCN(C)C)ccc2O[C@H]1CN(C)C(=O)NC1CCCCC1	7.4	-10.1
45	Cc1noc(C)c1NC(=O)N(C)C[C@@H]1OCCCC[C@H](C)Oc2ccc(NC(=O)c3ccccc3)cc2C(=O)N([C@H](C)CO)C[C@H]1C	-2.1	14.6
46	O=C(O)[C@@H]1[C@@H](CO)[C@@H]2Cn3c(ccc(-c4ccc(F)cc4)c3=O)[C@@H]2N1CCc1ccccc1	0.1	.
47	Cc1ccc(S(=O)(=O)Nc2ccc3c(c2)C(=O)N([C@H](C)CO)C[C@@H](C)[C@@H](CN(C)C)OCCCC[C@H](C)O3)cc1	1.8	-44.5
48	O=C(C1CCOCC1)N1CC(=O)N2[C@H](CO)[C@@H](c3ccc(C#CC4CC4)cc3)[C@H]2C1	0.1	9.0
49	COc1ccc2c3c([nH]c2c1)[C@@H](CO)N(C(=O)CN(C)C)CC31CN(CC2CCOCC2)C1	0.8	19.7
50	Cc1noc(C)c1NC(=O)N(C)C[C@H]1Oc2ncc(C#CC(C)C)cc2C(=O)N([C@@H](C)CO)C[C@H]1C	0.9	-3.1

entry	Tcruzi prolif	C diff growth
41	96.1*	.
42	91.9	-0.3
43	0.7	.
44	7.0	-0.7
45	-0.9	.
46	18.2	2.8
47	42.0	-5.8
48	.	3.6
49	.	4.2
50	32.6	10.1

(next part)
entry	SMILES	KDM4C inh	Pf Dd2 inh
51	CCCNC(=O)C[C@@H]1CC[C@H]2[C@@H](COc3ccc(NS(=O)(=O)c4ccccc4C)cc3C(=O)N2C)O1	0.7	7.4
52	O=C(Cc1ccccn1)NCC[C@@H]1CC[C@@H](NC(=O)Nc2ccc(C(F)(F)F)cc2)[C@@H](CO)O1	1.7	-21.1
53	C[C@H](CO)N1C[C@H](C)[C@H](CN(C)Cc2cncnc2)Oc2cc(C#CC3CCCC3)ccc2S1(=O)=O	-0.4	-28.7
54	O=C(C[C@@H]1C[C@H]2c3cc(NS(=O)(=O)c4ccccc4)ccc3O[C@H]2[C@@H](CO)O1)N1CCOCC1	0.1	-2.1
55	O=C(NCc1ccc(F)cc1)[C@@H]1[C@@H](CO)[C@@H]2Cn3c(cccc3=O)[C@@H]2N1C(=O)C1CC1	0.7	12.5
56	C[C@@H]1CN([C@H](C)CO)C(=O)c2cc(NC(=O)C3CC3)ccc2O[C@H]1CN(C)Cc1ccc(Oc2ccccc2)cc1	0.5	-26.5
57	CC=Cc1ccc2n(c1=O)C[C@@H]1[C@@H](CO)[C@H](C(=O)NCc3ccccn3)N(CC3CC3)[C@H]21 (mixture of isomers)	17.0	.
58	COCC(=O)Nc1ccc2c(c1)C(=O)N(C)[C@@H]1CC[C@H](CC(=O)O)O[C@H]1CO2	-0.9	5.4
59	COc1ccc(NC(=O)Nc2ccc3c(c2)C(=O)N([C@H](C)CO)C[C@H](C)[C@H](CN(C)S(=O)(=O)c2ccc(C)cc2)OCCCC[C@@H](C)O3)cc1	-1.7	-87.9*
60	CO[C@H]1CN(C)C(=O)c2cc(NC(C)=O)ccc2OC[C@H](C)N(Cc2ccc(F)cc2)C[C@@H]1C	-0.4	28.9
61	C[C@H]1CN([C@@H](C)CO)C(=O)c2cc(-c3ccccc3)cnc2O[C@H]1CN(C)C(=O)Nc1ccccc1F	.	-0.4
62	C[C@@H]1CN([C@H](C)CO)C(=O)c2cc(C3=CCCC3)cnc2O[C@H]1CN(C)C(=O)c1ccc2c(c1)OCO2	0.3	-17.4

entry	Tcruzi prolif	C diff growth
51	26.3	11.2
52	-4.7	-1.0
53	.	6.3
54	46.3	-8.4
55	-8.6	-2.5
56	63.9	-1.1
57	8.3	0.9
58	-8.6	-2.9
59	-6.7	.
60	23.2	-0.9
61	76.2	-8.1
62	.	1.3
